Screens (PubChem BioAssay)
All columns: NCI-60 one-dose screen, growth in % after 48 h at 10 µM unless noted; 100 = growth as untreated, 0 = no growth, -100 = all killed.
SK-MEL-5 = SK-MEL-5 melanoma; 80,000 compounds, 6.4% hits
M14 = M14 melanoma; 80,000 compounds, 6.2% hits; AID 1794745
A549/ATCC = A549/ATCC NSCLC; 81,000 compounds, 3.7% hits
SK-MEL-28 = SK-MEL-28 melanoma; 81,000 compounds, 4.1% hits; AID 1794761
UACC-62 = UACC-62 melanoma; 81,000 compounds, 5.4% hits
HOP-92 = HOP-92 NSCLC cells; 71,000 compounds, 6.3% hits; AID 1794738
UACC-257 = UACC-257 melanoma. 78,000 compounds, 4.4% hits
EKVX = EKVX NSCLC. 71,000 compounds, 3% hits
An asterisk follows results filed as active; [ ] = dose if it differs, or a comment. Rule for the calls: active = growth percent below 10; inactive = the rest. Outcome played no part in choosing rows (roughly 9.8% active in at least one column).

For CCC(C#N)C(N)=O (stereo not drawn) the results were SK-MEL-5 103.8, M14 95.5, A549/ATCC 104.1, SK-MEL-28 105.0, UACC-62 96.7, HOP-92 111.4, UACC-257 102.1 and EKVX 131.8.
`CC(C)(C)c1nn(-c2ccccc2)c2c1COCN2Cc1ccncc1` gave SK-MEL-5 93.7, M14 112.8, A549/ATCC 115.6, SK-MEL-28 117.9, UACC-62 79.0, UACC-257 117.4 and EKVX 117.7.
CCOc1nc(OCC)c2[nH]c(C(=O)O)c(Br)c2n1 was read as SK-MEL-5 107.5, M14 105.9, A549/ATCC 121.9, SK-MEL-28 111.3, UACC-62 97.2, HOP-92 105.1, UACC-257 114.5 and EKVX 101.8.
C/C(=C(/c1ccc(O)cc1)c1ccc(OCCN(C)C)cc1)c1ccccc1 was read as SK-MEL-5 75.1, M14 65.1, A549/ATCC 72.4, SK-MEL-28 45.3, UACC-62 36.8, HOP-92 54.9, UACC-257 78.1 and EKVX 83.6.
Cc1ccn(C)c(=N)c1 was read as SK-MEL-5 103.3, M14 102.9, A549/ATCC 97.4, SK-MEL-28 99.7, UACC-62 90.8, HOP-92 91.0, UACC-257 93.9 and EKVX 97.2.
Screening CC1=C(C(=O)OCc2ccccc2)C(c2cccc(C#N)c2)C(C(=O)OCc2ccccc2)=C(C)N1 returned SK-MEL-5 44.1, M14 64.8, A549/ATCC 54.2, SK-MEL-28 65.5, UACC-62 61.4, HOP-92 57.8, UACC-257 63.7 and EKVX 49.6.
`CCOC(=O)COC(C)C(=O)OCC` (stereo not drawn) gave SK-MEL-5 101.1, M14 105.2, A549/ATCC 100.4, SK-MEL-28 103.4, UACC-62 107.6 and UACC-257 108.1.
`Cc1c(C(N)=O)sc2ncn(CC(=O)Nc3ccc(Cl)cc3)c(=O)c12` gave SK-MEL-5 107.3, M14 102.7, A549/ATCC 106.4, SK-MEL-28 145.0, UACC-62 99.2, UACC-257 148.4 and EKVX 104.5.
Screening Cc1ccc(/C=N/Nc2ccc([N+](=O)[O-])cn2)cc1 returned SK-MEL-5 101.4, M14 113.4, A549/ATCC 88.1, SK-MEL-28 113.9, UACC-62 94.9, UACC-257 114.2 and EKVX 93.9.
Screening COC1=NC2=NCCN2C(OC)=N1 returned SK-MEL-5 103.6, M14 98.7, A549/ATCC 107.8, SK-MEL-28 107.6, UACC-62 94.8, UACC-257 109.7 and EKVX 99.8.
Screening CCNc1ccc2c(c1)Cc1ccccc1-2 returned SK-MEL-5 100.9, M14 98.0, A549/ATCC 106.3, SK-MEL-28 104.8, UACC-62 90.8, HOP-92 89.3, UACC-257 102.8 and EKVX 92.1.
`C=CCn1c(SCC(=O)Nc2ccc(C(=O)/C=C/c3ccccc3Cl)cc2)nnc1-c1c[nH]c2ccccc12` gave SK-MEL-5 93.2, A549/ATCC 95.3, SK-MEL-28 102.9, UACC-62 85.8, HOP-92 97.5, UACC-257 112.8 and EKVX 92.6.
Screening CC(=O)Nc1cccc(C2=CC(c3ccc(C)cc3)n3ncnc3N2)c1 (stereo not drawn) returned SK-MEL-5 91.3, M14 111.9, A549/ATCC 108.3, SK-MEL-28 107.2, UACC-62 85.6, HOP-92 77.7, UACC-257 112.3 and EKVX 101.9.
Screening O=C(CSc1nnc(-c2ccncc2)n1-c1ccccc1)c1ccccc1 returned SK-MEL-5 96.8, M14 111.0, A549/ATCC 92.7, SK-MEL-28 114.7, UACC-62 85.6, HOP-92 65.0, UACC-257 101.4 and EKVX 102.5.
`CCCCCCCCCCC1OC(C)CC(C)O1` (stereo not drawn) gave SK-MEL-5 106.6, M14 101.4, A549/ATCC 98.7, SK-MEL-28 101.9, UACC-62 106.7 and UACC-257 113.1.
Screening Nc1ncnc2c1ccn2-c1cccc(NC(=O)c2ccc(N3CCOCC3)c(C(F)(F)F)c2)c1 returned SK-MEL-5 41.6, M14 44.5, A549/ATCC 28.1, SK-MEL-28 81.2, UACC-62 43.4, HOP-92 20.5 and EKVX 56.0.
Screening O=C(N/N=C\c1ccc(F)cc1)c1ccc2nc(-c3ccc(Br)cc3)[nH]c2c1 returned SK-MEL-5 56.3, M14 18.8, A549/ATCC -3.9*, SK-MEL-28 10.8, UACC-62 49.2, HOP-92 53.3, UACC-257 74.5 and EKVX 53.1.
`Nc1nc(Nc2ccc(Cl)c(Cl)c2)nn1Cc1cccc(Br)c1` gave SK-MEL-5 69.2, M14 59.7, A549/ATCC 62.5, SK-MEL-28 80.1, UACC-62 60.6, HOP-92 25.5, UACC-257 93.2 and EKVX 35.0.
Screening Cc1ccc(C)c(NC(=O)N2CCCCC2C)c1 (stereo not drawn) returned SK-MEL-5 99.8, M14 104.5, A549/ATCC 96.1, SK-MEL-28 101.3, UACC-62 107.5, HOP-92 109.2 and UACC-257 99.8.
`O=C(Nc1ccccc1)c1cc2ccccc2cc1O` gave SK-MEL-5 72.3, M14 101.1, A549/ATCC 91.3, SK-MEL-28 105.3, UACC-62 82.1 and UACC-257 94.6.
Clc1cccc(NC2=NCCN=C(Nc3cccc(Cl)c3)SS2)c1 was read as SK-MEL-5 94.1, M14 82.2, A549/ATCC 78.7, SK-MEL-28 101.3, UACC-62 89.1, HOP-92 66.6 and UACC-257 97.3.
For CCN(CC)CCOc1nc2ccccc2c2c1-c1ccc(OC)cc1C2=O the results were SK-MEL-5 -84.0*, M14 -53.3*, A549/ATCC -28.5*, SK-MEL-28 4.3*, UACC-62 8.6*, UACC-257 -18.8* and EKVX 16.0.
For C#Cc1cccc(NC(=O)C2CCCN(C(=O)C=C)C2)c1 (stereo not drawn) the results were SK-MEL-5 97.8[8.25 µM], M14 100.2[8.25 µM], A549/ATCC 93.9[8.25 µM], SK-MEL-28 112.5[8.25 µM], UACC-62 87.8[8.25 µM], HOP-92 96.1[8.25 µM], UACC-257 97.4[8.25 µM] and EKVX 91.5[8.25 µM].
`COc1ccc(-c2nc(-c3nonc3N)no2)cc1` gave SK-MEL-5 96.7, A549/ATCC 90.7, SK-MEL-28 120.0, UACC-62 105.2, HOP-92 100.9 and UACC-257 109.9.
Cc1cc2nc(C)c(C)nc2cc1C was read as SK-MEL-5 95.3, M14 108.1, A549/ATCC 101.5, SK-MEL-28 109.5, UACC-62 99.5, HOP-92 63.8, UACC-257 97.8 and EKVX 98.4.
Screening O=C(O)c1ccc(NC(=O)c2ccc(-c3cccc([N+](=O)[O-])c3)o2)cc1 returned SK-MEL-5 100.8, M14 107.3, A549/ATCC 100.9, SK-MEL-28 107.1, UACC-62 98.4, HOP-92 98.6, UACC-257 104.9 and EKVX 93.6.
Cc1ccccc1C(=O)OC(C)(C)C was read as SK-MEL-5 99.8, M14 97.5, A549/ATCC 95.7, SK-MEL-28 108.7, UACC-62 99.3, HOP-92 93.4, UACC-257 94.8 and EKVX 101.5.
For CC(=O)c1ccc(Nc2ccnc(SCC(=O)c3ccc(-c4ccccc4)cc3)n2)cc1 the results were SK-MEL-5 91.0, M14 92.2, A549/ATCC 80.3, SK-MEL-28 91.0, UACC-62 79.5, HOP-92 79.0, UACC-257 104.2 and EKVX 92.7.
`Fc1cccc(COc2ccc(Nc3ncnc4sc5c(c34)CCCC5)cc2Cl)c1` gave SK-MEL-5 93.6, M14 99.7, A549/ATCC 74.7, SK-MEL-28 98.5, UACC-62 77.0, HOP-92 71.9, UACC-257 90.6 and EKVX 51.8.
COc1ccc(/C=C/C(=O)c2ccc(OC)c(S(=O)(=O)Nc3c(N)nc(SC)[nH]c3=O)c2)cc1 was read as SK-MEL-5 102.1, M14 74.0, A549/ATCC 79.9, SK-MEL-28 109.5, UACC-62 89.5, HOP-92 69.0, UACC-257 84.7 and EKVX 107.4.

Reprinted at random: 2 entries already listed
Cc1cc2nc(C)c(C)nc2cc1C was read as SK-MEL-5 95.3, M14 108.1, A549/ATCC 101.5, SK-MEL-28 109.5, UACC-62 99.5, HOP-92 63.8, UACC-257 97.8 and EKVX 98.4.
For C#Cc1cccc(NC(=O)C2CCCN(C(=O)C=C)C2)c1 (stereo not drawn) the results were SK-MEL-5 97.8[8.25 µM], M14 100.2[8.25 µM], A549/ATCC 93.9[8.25 µM], SK-MEL-28 112.5[8.25 µM], UACC-62 87.8[8.25 µM], HOP-92 96.1[8.25 µM], UACC-257 97.4[8.25 µM] and EKVX 91.5[8.25 µM].

In the list so far, these have bromine.
CCOc1nc(OCC)c2[nH]c(C(=O)O)c(Br)c2n1 was read as SK-MEL-5 107.5, M14 105.9, A549/ATCC 121.9, SK-MEL-28 111.3, UACC-62 97.2, HOP-92 105.1, UACC-257 114.5 and EKVX 101.8.
Screening O=C(N/N=C\c1ccc(F)cc1)c1ccc2nc(-c3ccc(Br)cc3)[nH]c2c1 returned SK-MEL-5 56.3, M14 18.8, A549/ATCC -3.9*, SK-MEL-28 10.8, UACC-62 49.2, HOP-92 53.3, UACC-257 74.5 and EKVX 53.1.
`Nc1nc(Nc2ccc(Cl)c(Cl)c2)nn1Cc1cccc(Br)c1` gave SK-MEL-5 69.2, M14 59.7, A549/ATCC 62.5, SK-MEL-28 80.1, UACC-62 60.6, HOP-92 25.5, UACC-257 93.2 and EKVX 35.0.

(cont.)
`COc1cc(CNC(=O)/C=C/c2ccccc2)ccc1OCc1cn(-c2ccccc2)nn1` gave SK-MEL-5 92.0, M14 104.8, A549/ATCC 103.5, SK-MEL-28 102.1, UACC-62 81.8, HOP-92 101.0, UACC-257 105.7 and EKVX 103.5.
Screening COc1cc(O)c(C(=O)O)c(OC)c1 returned SK-MEL-5 106.9, M14 102.2, A549/ATCC 101.1, SK-MEL-28 118.3, UACC-62 103.7, UACC-257 101.6 and EKVX 101.3.
Screening CCOC(=O)CCCc1cccc2ccccc12 returned SK-MEL-5 108.1, M14 102.8, A549/ATCC 96.7, SK-MEL-28 109.3, UACC-62 108.0, HOP-92 103.1, UACC-257 101.8 and EKVX 115.5.
For CCOc1ccc2nc(NC(=O)CN3CCN(CCN4C(=O)c5cccc6cccc(c56)C4=O)CC3)sc2c1 the results were SK-MEL-5 61.0, M14 77.9, A549/ATCC 43.5, SK-MEL-28 97.0, UACC-62 85.9, HOP-92 78.0, UACC-257 65.6 and EKVX 72.6.
Screening NCC(=O)CCC(=O)O returned M14 112.5, A549/ATCC 99.1, SK-MEL-28 103.4, UACC-62 113.6, UACC-257 105.4 and EKVX 108.7.
O=C(CN1C(=O)/C(=C/c2cccs2)SC1=S)NCCc1c[nH]c2ccc(F)cc12 was read as SK-MEL-5 98.6, M14 106.1, A549/ATCC 110.3, SK-MEL-28 119.4, UACC-62 85.2, HOP-92 105.2, UACC-257 122.3 and EKVX 100.4.
For C[n+]1c(/C=C\c2ccc(Cl)cc2)ccc2ccccc21 the results were SK-MEL-5 32.9, M14 78.2, A549/ATCC 29.1, SK-MEL-28 49.5, UACC-62 84.5, HOP-92 48.9, UACC-257 85.5 and EKVX 40.5.
Screening COc1ccc(-c2csc(NC(=O)c3ccc(Cc4n[nH]c(=O)c5cccnc45)cc3)n2)cc1 returned SK-MEL-5 85.7, M14 102.9, A549/ATCC 101.5, SK-MEL-28 95.2, UACC-62 74.5, HOP-92 75.3, UACC-257 94.5 and EKVX 66.6.
CN(C)c1ccc(/C=C/C(=O)c2ccc3ncc(C(N)=O)c(Nc4ccc(Cl)cc4)c3c2)cc1 was read as SK-MEL-5 101.6, M14 104.5, A549/ATCC 103.5, SK-MEL-28 109.4, UACC-62 98.3, HOP-92 105.3 and UACC-257 104.9.
For COc1ccc(/C=C/C(=O)c2cc3c(N)c(C(=O)Nc4cccc(Cl)c4C)sc3nc2C)cc1 the results were SK-MEL-5 -28.9*, M14 -6.4*, A549/ATCC 17.6, SK-MEL-28 43.7, UACC-62 26.9, HOP-92 39.2, UACC-257 63.0 and EKVX 44.5.
O=C(CN1C(=O)c2ccccc2C1=O)c1ccc(Br)cc1 was read as SK-MEL-5 106.4, M14 105.7, A549/ATCC 90.2, SK-MEL-28 110.5, UACC-62 86.6, HOP-92 76.8, UACC-257 95.0 and EKVX 111.5.
Cn1c(=O)c2nc(CCC(=O)NC3CCCCC3)c(=O)[nH]c2n(C)c1=O was read as SK-MEL-5 96.9, M14 100.0, A549/ATCC 103.7, SK-MEL-28 99.9, UACC-62 103.7, HOP-92 86.3, UACC-257 102.5 and EKVX 107.4.
Nc1c(C(=O)Nc2ccc(C(F)(F)F)cc2)sc2nc(-c3cnccn3)cc(-c3cccs3)c12 was read as SK-MEL-5 90.1, M14 49.4, A549/ATCC 77.9, SK-MEL-28 89.8, UACC-62 84.6, HOP-92 -27.4*, UACC-257 95.8 and EKVX 76.1.
`N#Cc1c(-c2ccccc2)cc(-c2ccccc2)n(CC(=O)Nc2ccccc2N)c1=O` gave SK-MEL-5 95.8, M14 106.0, A549/ATCC 98.2, SK-MEL-28 115.4, UACC-62 85.7, HOP-92 91.2, UACC-257 113.4 and EKVX 93.9.
O=C(CN1C(=O)S/C(=C\c2ccc(Cl)cc2)C1=O)Nc1ncc(Cc2ccccc2)s1 was read as SK-MEL-5 101.5, M14 91.8, A549/ATCC 98.9, SK-MEL-28 99.7, UACC-62 90.7, HOP-92 98.0, UACC-257 97.8 and EKVX 100.8.
CN1C(=O)S/C(=C2/SC(=S)N(C)C2=O)C1=O was read as SK-MEL-5 97.4, M14 93.3, A549/ATCC 102.2, SK-MEL-28 103.6, UACC-62 90.3, HOP-92 78.4, UACC-257 98.7 and EKVX 80.6.
